Screening data as filed in PubChem BioAssay.
CHO-K1 Ca antag – M1 antagonist counterscreen hit in parental CHO-K1 cells; ATP-induced calcium, Fluo-8 fluorescence; 0.6% of 360,000 active; AID 602250; inhibition, % at 3 µM;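 active means inhibition above a per-plate cutoff, the plate's mean sample inhibition plus 3 SD, cut at about 24% in these data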;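 further: 0% = DMSO plus EC80 ATP and 100% = DMSO alone without ATP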
CHO parental Ca – counter-screen: ATP calcium response change in parental CHO cells. AID 463079. inhibition, % at 5.6 µM. 0.63% of 330,000 active. parental CHO-K1, ATP-induced calcium, Fluo-8 fluorescence;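 active means inhibition above that plate's mean sample inhibition plus 3 SD, cut at about 26% in these data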;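 further: 0% = ATP-challenged DMSO wells and 100% = DMSO wells without ATP; some compounds past the cut are filed as inactive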
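material = parental CHO cells | also added = ATP as calcium-mobilizing challenge | dosing = single point at 5.6 µM | detection = intracellular calcium via Fluo-8 no-wash fluorescent dye | read-out = % inhibition | benchmarks = low control ATP plus DMSO, high control DMSO only | repeats = one well per compound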
TAAR1 ag – agonists of human TAAR1; Q96RJ0; CHO RD-HGA16 TAAR1, Fluo-8 calcium fluorescence; vehicle wells 0%, saturating PEA agonist 100%; activation, % at 3 µM; 0.99% of 360,000 active;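 active means activation above the mean activation of all test compounds in the run plus 3 SD, cut at about 38% in these data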
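Assay system: CHO-derived RD-HGA16 cells with stable Gα16 and human TAAR1; timing: 17-24 h seeding, 75 min 37 °C dye, 30 min RT; read-out: % activation from peak over basal fluorescence ratio, DMSO-to-PEA scaled; measured by: kinetic Fluo-8 calcium fluorescence; benchmarks: low control DMSO, high control PEA (EC100); doses: 3 µM single concentration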
M1 ag – activates human CHRM1 receptor. P11229. CHO-K1 hM1, Fluo-8 calcium fluorescence, agonist mode; 0% DMSO, 100% acetylcholine EC100. activation, % at 3 µM. 0.33% of 360,000 active;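 active means activation above the run's mean compound activation plus 3 SD, cut at about 16% in these data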;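 further: peak over basal fluorescence ratio within a 140 s kinetic read after compound addition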
Target sequence (P11229 whole entry, looked up): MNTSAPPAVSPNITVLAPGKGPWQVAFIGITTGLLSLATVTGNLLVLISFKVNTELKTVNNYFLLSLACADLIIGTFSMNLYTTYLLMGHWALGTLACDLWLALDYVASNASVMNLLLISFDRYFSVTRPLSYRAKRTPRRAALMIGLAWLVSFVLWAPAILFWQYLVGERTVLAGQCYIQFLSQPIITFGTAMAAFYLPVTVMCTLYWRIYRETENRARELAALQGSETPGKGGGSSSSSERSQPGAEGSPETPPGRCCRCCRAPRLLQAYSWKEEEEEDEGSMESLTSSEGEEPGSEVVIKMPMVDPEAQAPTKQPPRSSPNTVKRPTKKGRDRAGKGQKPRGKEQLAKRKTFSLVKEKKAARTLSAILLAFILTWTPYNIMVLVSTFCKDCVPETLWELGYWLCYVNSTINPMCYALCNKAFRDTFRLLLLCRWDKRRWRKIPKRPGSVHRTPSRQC
M1 PAM parental – counter-screen for M1 PAMs: effect in parental CHO-K1 cells. activation, % at 3 µM. 0.02% of 360,000 active. ATP EC20, Fluo-8 calcium fluorescence; 0% at ATP EC20, 100% at ATP max. AID 602247;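 active means activation above the run cutoff, the mean activation of all test compounds plus 3 SD, cut at about 40% in these data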;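 further: peak over basal fluorescence ratio in a 140 s read after ATP addition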
TAAR1 antag – human TAAR1 antagonism; inhibition, % at 3 µM; CHO RD-HGA16 TAAR1, Fluo-8 calcium fluorescence, antagonist; 1.5% of 360,000 active;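 active means inhibition above a per-plate cutoff, the mean inhibition of test compounds on that plate plus 3 SD, cut at about 49% in these data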;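 further: 0% = DMSO plus EC80 beta-PEA response and 100% = DMSO alone without agonist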
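Assay system: RD-HGA16 CHO cells with stable hTAAR1 and Gα16 / Reagent: EC80 β-phenethylamine stimulus / Doses: 3 µM, single point / Timing: dye loading 75 min at 37 °C, then 30 min room temperature / Measured by: Fluo-8 intracellular calcium dye fluorescence, real-time kinetic reads / Controls: vehicle wells and EC80 agonist wells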
M1 ag parental – nonselective activator or artifact in parental CHO-K1 cells; Fluo-8 calcium fluorescence; scaled to maximal ATP response, vehicle zero; activation, % at 3 µM; 0.48% of 360,000 active; AID 602248; in the data active means activation above about 15%;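 further: untransfected CHO-K1 host cells lacking M1 receptor as counterscreen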
OXTR potentiator – potentiators of human oxytocin receptor. CHO-OTR cells, Fluo-8 calcium fluorescence, potentiator mode; 0% = oxytocin EC15, 100% = EC100. activation, % at 3 µM. AID 2445. 0.061% of 320,000 active;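 active means activation above that plate's cutoff, the mean activation of tested compounds plus 3 SD, cut at about 6.6% in these data, passing the limit was not always enough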;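 further: 100% uses oxytocin at 75 nM as the full agonist control; some results filed as inactive read as strong as hits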
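Material: CHO-OTR cells, human receptor; compound dosing: single dose, 3.0 µM nominal final compound concentration; schedule: 6 min compound pre-incubation at room temperature, 100 s kinetic read; measured by: kinetic Fluo-8 calcium fluorescence; read-out basis: % activation vs EC15 and EC100 oxytocin; controls: EC15 oxytocin alone as 0%, 75 nM oxytocin as 100%; replicates: singlicate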
V1R ag counter – V1a receptor agonism, counter-screen for OXTR agonists. activation, % at 3 µM. 0.25% of 320,000 active. AID 2797. CHO-V1R cells, Fluo-8 calcium fluorescence, agonist mode; 0% DMSO, 100% 3 nM vasopressin;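 active means activation above the mean activation of all tested compounds plus 3 SD, per screening run, cut at about 20% in these data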;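 further: signal is peak over basal fluorescence ratio across a 100 second FLIPR read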
Target sequence (P37288 whole entry, looked up): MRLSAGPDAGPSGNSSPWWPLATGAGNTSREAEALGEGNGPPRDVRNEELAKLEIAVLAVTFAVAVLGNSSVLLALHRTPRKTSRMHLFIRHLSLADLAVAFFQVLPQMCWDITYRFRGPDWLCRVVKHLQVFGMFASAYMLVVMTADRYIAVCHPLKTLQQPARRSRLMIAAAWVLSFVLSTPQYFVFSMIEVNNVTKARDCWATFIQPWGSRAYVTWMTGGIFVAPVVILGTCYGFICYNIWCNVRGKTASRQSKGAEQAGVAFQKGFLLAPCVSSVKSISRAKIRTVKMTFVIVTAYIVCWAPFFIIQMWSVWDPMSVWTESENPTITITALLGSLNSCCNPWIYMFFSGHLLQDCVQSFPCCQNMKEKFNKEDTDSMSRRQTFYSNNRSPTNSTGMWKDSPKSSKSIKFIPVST
Active calls of the source: *; · = not tested or not shown.

Every second line gives: CHO-K1 Ca antag	CHO parental Ca	TAAR1 ag	M1 ag	M1 PAM parental	TAAR1 antag	M1 ag parental	OXTR potentiator	V1R ag counter
CC(C)N(C(=S)Nc1cc(S(=O)(=O)N2CCOCC2)ccc1Cl)c1ccccc1
→ -4	-16	1	-4	18	-2	0.4	-4	1.1
CC(=O)NCCC1CCN(C(=O)C2CCC(=O)N(C3CCCC3)C2)CC1 (configuration not stated)
→ 1	5	1	-3	-6	3	0.1	0	0.5
Cc1cccc(N2CCN(S(=O)(=O)c3ccc(-c4coc(C)n4)cc3)CC2C)c1 (configuration not stated)
→ -15	4	4	-5	-12	10	1.1	-19	-1.2
C=CCOn1c(=O)c(-c2ccc(C)cc2)[n+]([O-])c2ccccc21
→ -9	-12	-1	-4	16	-4	2.2	-1	0.0
CC(C)CN(C(=O)COC(=O)CSc1ccc([N+](=O)[O-])cc1)C1CCS(=O)(=O)C1 (configuration not stated)
→ -9	5	2	-4	20	-3	3.9	-10	-1.0
COc1cc(CN(C)Cc2ccccc2)cc(OC)c1O
→ -8	-16	0	-2	8	7	0.1	-1	0.1
CN=C1SC(CC(=O)Nc2ccccc2F)C(=O)N1C (configuration not stated)
→ -4	-3	1	-1	6	3	0.1	0	-0.2
Cc1cccc(Cn2nnc3ccccc32)c1O
→ -9	-14	2	-1	6	6	0.6	-3	4.1
O=C(N/N=C1\CC(c2ccccc2)Oc2ccccc21)c1cccnc1 (configuration not stated)
→ -7	-14	3	-6	10	-1	0.4	-1	-1.3
Nc1nonc1C(=O)NCCNC(=O)c1cccs1
→ -21	-3	8	-2	11	0	0.5	5	-0.1
Cc1ccc(C(=O)n2c(N)nc3ccccc32)cc1
→ 9	-5	-1	-10	9	5	1.4	0	1.5
COc1ccc(/C=C/C(=O)OCc2nc3ccccc3c(=O)[nH]2)c(OC)c1
→ -4	-21	-1	-1	-2	-21	0.3	-3	-1.6
O=C(Nc1ccccc1)O/N=C/c1ccncc1
→ 4	-5	5	-1	10	3	0.0	-9	0.0
COCCNC(=O)c1cnn2c1NC(c1ccco1)CC2C(F)(F)F (configuration not stated)
→ -8	1	3	2	9	-21	0.1	-2	0.6
CC1=C(C(=O)OCC2CCCO2)C(c2ccccc2)C2=C(CCCC2=O)N1 (configuration not stated)
→ 2	-10	9	-6	16	12	0.6	-11	0.1
O=S1(=O)CC(N2CCN(CCO)CC2)CN1Cc1cn(Cc2ccc(F)cc2)nn1 (configuration not stated)
→ 4	·	1	·	-6	-8	0.1	·	·
CC1CC(=O)N(C)c2cc([N+](=O)[O-])ccc2N1 (configuration not stated)
→ -9	-5	0	-2	-3	0	0.5	-3	0.7
COc1cc(C2SCC(=O)N2Cc2ccccc2)cc(OC)c1OC (configuration not stated)
→ -15	-14	1	-5	6	-24	1.0	-4	-0.1
COc1cccc(OC)c1C(=O)OCc1c(-c2ccccc2)ncc2ccccc12
→ -12	-20	1	2	4	35	-0.7	-4	-1.1
CCN(Cc1ccncc1)C(=O)c1cccc(S(=O)(=O)N2CCOCC2)c1
→ -9	-16	14	-3	21	-14	0.5	-10	1.8

(more compounds)
Every second line gives: CHO-K1 Ca antag	CHO parental Ca	TAAR1 ag	M1 ag	M1 PAM parental	TAAR1 antag	M1 ag parental	OXTR potentiator	V1R ag counter
Cc1ccc(NC(=O)C2CC(=O)N(c3ccc4c5c(cccc35)CC4)C2)cc1 (configuration not stated)
→ -3	-21	3	-7	7	-1	-0.3	2	-0.7
O=C(CNC(=O)c1ccccc1Br)N/N=C/c1cc(Br)ccc1O
→ -1	-15	23	-2	12	6	2.5	-6	3.5
O=C1OC(c2ccccc2)=C/C1=C/N1CCOCC1
→ -12	-9	2	-2	4	-3	0.7	-4	0.9
CCN(Cc1ccccc1)C(=O)c1c(-c2ccccc2Cl)noc1C
→ -4	-17	-1	-4	-10	14	0.9	-1	0.5
OCCNc1nc(Nc2cc(Cl)ccc2OC2CCCC2)nc(N2CCCC2)n1
→ -12	-30	14	0	17	49*	1.0	-11	0.0
CC1SC(C)C(=O)N(CC(=O)Nc2ccc3c(c2)OCO3)C1=O (configuration not stated)
→ -10	4	5	-6	23	-7	0.6	-7	-0.6
CSc1ccccc1NC(=O)COc1ccc(Cl)cc1Cl
→ -18	-60	2	-7	27	-11	0.1	-4	0.6
Cc1ccsc1/C=N/NC(=O)C(=O)NCC(C)C
→ -22	10	4	-5	21	13	-0.5	-13	-1.9
CCOc1cc(-c2sc(Nc3ccccc3)n[n+]2C)ccc1OC
→ -11	-22	6	-7	0	-5	-1.0	-1	-1.1
CC(C)(C)OC(=O)N1CCC(C(=O)Nc2ccc(C(=O)NC3CC3)cc2)CC1
→ 6	·	5	-5	2	-8	-0.2	·	·
Brc1ccc(COn2ccnc2)cc1
→ -5	·	3	-1	13	10	-0.5	·	·
CCC(=O)Nc1ccc(C2C(=O)c3ccccc3C2=O)cc1
→ 1	-2	1	-1	-5	-12	0.3	-7	1.3
CCS(=O)(=O)Nc1cccc(-c2ccc3nnc(-c4cccnc4)n3n2)c1
→ 7	-12	4	-2	-16	-17	2.3	-3	1.5
N#CC1(C#N)CC(C=O)=C(N)C1(C#N)CC(=O)c1ccc(F)cc1 (configuration not stated)
→ -6	-1	8	5	10	-5	3.8	-15	4.2
COCCCNC(=O)C(=O)Nc1ccc2c(c1)N(S(=O)(=O)c1cccs1)CCC2
→ -3	-8	5	-2	-4	-22	1.6	-4	0.1
CC(=O)Nc1ccc(Sc2ncccc2C(=O)Nc2ccc(OC(F)(F)F)cc2)cn1
→ 59*	77*	139*	66*	-10	104*	53*	-8	67*
Cc1ccc(C2c3c(oc4ccccc4c3=O)C(=O)N2c2nnc(C(C)C)s2)o1 (configuration not stated)
→ 2	-16	-2	-4	8	-3	-0.6	-3	-1.0
O=C(/C=C/c1ccccc1[N+](=O)[O-])NC1CCCC1
→ -6	-9	1	-5	6	1	0.7	-11	0.2
Cn1c(CNC(=O)CNC(=O)c2ccc(C(C)(C)C)cc2)cc(=O)n(C)c1=O
→ -4	-8	5	-2	9	-21	1.2	5	1.8
Cc1ccsc1/C=N/NC(=O)c1nnn(-c2nonc2N)c1C(C)C
→ -14	-12	15	4	15	29	6.5	-14	4.8

Record cards, from the list above. Values in the order: CHO-K1 Ca antag | CHO parental Ca | TAAR1 ag | M1 ag | M1 PAM parental | TAAR1 antag | M1 ag parental | OXTR potentiator | V1R ag counter
CC1SC(C)C(=O)N(CC(=O)Nc2ccc3c(c2)OCO3)C1=O (configuration not stated) is listed as -10 | 4 | 5 | -6 | 23 | -7 | 0.6 | -7 | -0.6
CC(=O)Nc1ccc(Sc2ncccc2C(=O)Nc2ccc(OC(F)(F)F)cc2)cn1 is listed as 59* | 77* | 139* | 66* | -10 | 104* | 53* | -8 | 67*
O=C(/C=C/c1ccccc1[N+](=O)[O-])NC1CCCC1 is listed as -6 | -9 | 1 | -5 | 6 | 1 | 0.7 | -11 | 0.2

New compounds follow.
Every second line gives: CHO-K1 Ca antag	CHO parental Ca	TAAR1 ag	M1 ag	M1 PAM parental	TAAR1 antag	M1 ag parental	OXTR potentiator	V1R ag counter
COc1ccc(C(=O)c2coc3ccc(O)c(CN(C)C)c23)cc1
→ -16	-10	4	-7	2	-15	0.2	-3	3.1
CCN(CC)S(=O)(=O)c1ccc(C(=O)C(C#N)c2ccccn2)cc1 (configuration not stated)
→ -9	-4	0	-13	5	-10	0.8	-4	1.7
CCn1c(C)c(C(=O)O)c2cc(OC)c3ccccc3c21
→ 12	-12	-2	-2	-6	-1	0.3	-12	-0.6
COc1ccc(C(=O)C2CCCN(Cc3cccn3-c3cccnc3)C2)cc1OC (configuration not stated)
→ 0	-15	6	-9	12	5	1.7	-5	1.1
CCOc1ccc(C(=O)CC(C(=O)O)N2CCN(Cc3ccccc3)CC2)cc1 (configuration not stated)
→ -9	-8	·	-1	-1	·	0.1	-9	-0.2
Cc1c(NC(=O)CC(O)(C(F)(F)F)C(F)(F)F)c(=O)n(-c2ccccc2)n1C
→ -6	-4	1	-4	10	2	0.2	-9	-0.7
Cc1ccc(C)c(OCCCCN2CCCCC2)c1
→ 10	-7	2	-8	-8	-9	0.1	0	1.7
Cc1ccc(Cn2cccc2/C=C2/C(=N)N3C=CSC3=NC2=O)cc1
→ -13	-13	2	-5	-2	11	1.0	-6	0.2
Cc1ccc(F)c(S(=O)(=O)NC(=O)C2(C)CCN2C(=O)c2ccc(C3CCCCC3)cc2)c1 (configuration not stated)
→ -8	·	-2	-4	18	-17	0.1	·	·
COn1c(SCc2ccccc2)nc2ccccc2c1=O
→ -5	-27	9	-2	10	-1	0.2	-20	0.3
O=C(CCN=C1NS(=O)(=O)c2ccccc21)Nc1ccc(F)cc1Cl
→ -6	-2	3	-3	-11	20	-0.5	-3	-0.7
CSCCC(NS(=O)(=O)c1ccc(Cl)cc1)C(=O)OCC(=O)N1CCCc2ccccc21 (configuration not stated)
→ -4	-23	27	-5	24	29	6.2	-15	2.1
COc1ccc(CN2CCC(Oc3ccc(C(=O)N4CCCCC4)cc3)CC2)cc1C
→ -6	-21	5	-5	7	3	2.5	2	1.3
COc1ccc(N(CC(=O)Nc2cc(C)ccc2OC)S(=O)(=O)c2c(C)noc2C)cc1
→ -6	-25	3	-4	2	3	0.0	-8	0.1
Cn1c(N2CCN(C(c3ccccc3)c3ccccc3)CC2)nc2ccccc21
→ 25*	-12	1	-7	-18	50*	1.4	-6	0.8
CCOc1ccc(Br)cc1S(=O)(=O)Nc1ccc(C(=O)Nc2ccccc2OC)cc1
→ 1	-6	-1	-7	16	-20	0.0	-5	0.7
CN(CC(=O)Nc1cccc(S(=O)(=O)N2CCCC2)c1)CC(=O)Nc1ccc(Cl)c(C(F)(F)F)c1
→ 32*	54*	26	-1	-10	31	6.4	-7	7.4
CCC(NC(=O)CCc1c(C)c2cc3c(-c4ccccc4)coc3cc2oc1=O)C(=O)O (configuration not stated)
→ -11	0	-1	-3	17	2	0.6	-9	1.0
O=C(O)CCCN1C(=O)c2ccccc2Sc2ncccc21
→ -8	·	4	-4	-6	-9	2.2	·	·
CC(=O)Nc1cc2c(cc1[N+](=O)[O-])-c1ccccc1C2=NO
→ -8	·	0	2	9	-1	1.4	·	·
C[C@@H]1CCC(=O)N(CC[C@H](Sc2ccc(Br)cc2)c2ccccc2)CC1
→ -17	-24	5	-8	20	17	0.9	-8	3.1
CN(C)c1ccc(/C=N/NC(=O)c2cnc3ccccc3c2)cc1
→ -4	-14	27	-4	13	-12	3.9	-7	1.1
